TbMetRS inhib – Trypanosoma brucei MetRS inhibition | purified T. brucei MetRS, ATP depletion, Kinase-Glo luminescence | inhibition, % at 11.9 µM | 0.4% of 360,000 active | AID 624268;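 active = inhibition above a per-plate cutoff of the control wells' mean inhibition plus 3 SD, cut at about 5.5% in these data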;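 note: 0% = DMSO wells median and 100% = median of wells with control inhibitor compound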
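assay system = parasite MetRS enzyme | timing = 15 min preincubation, 2 h reaction, all 25 °C | evaluation = percent inhibition relative to median high and low control wells | medium = HEPES buffer containing pyrophosphatase, BSA, spermine, DTT | compound = single dose, 11.9 µM final nominal, 0.9% final DMSO | detection = Kinase-Glo luminescence, ATP depletion format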
CSN deneddyl inh – CSN deneddylation inhibition; Q92905; inhibition, % at 12.5 µM; Purified CSN, SCF-Nedd8-OG deneddylation, fluorescence polarization; 0.38% of 360,000 active;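 active = pattern-corrected inhibition above about 35%, with an unprinted fluorescence ratio check between 0.5 and 1.5, limit read from the data, passing the limit was not always enough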;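 note: 0% = enzyme with substrate and 100% = substrate without enzyme; some results filed as inactive read as strong as hits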
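Assay system: purified human Csn5 enzyme expressed in HEK293T cells; measure: % inhibition; also added: SCFSkp2-Nedd8OG substrate at 10 nM final; technique: fluorescence polarization; times: reaction 90 min, room temperature; medium: Tris buffer pH 7.5, NaCl, DTT, Tween-20, trehalose, ovalbumin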
DNMT1 inh – blocks human DNA methyltransferase DNMT1 | 0.83% of 360,000 active | P26358 | DNMT1 molecular beacon, Hinp1I cleavage, fluorescence | inhibition (reported as % activation of signal), % at 10 µM; in the data active = inhibition above about 50%
Rpn11 block – inhibitors of human proteasome Rpn11; human 26S proteasome, Ub4-pepOG fluorescence polarization; 20S core pre-blocked with epoxomicin; calls only at 20 µM; 0.59% of 360,000 active; AID 588493;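 active = inhibition at 20 µM, scaled to each plate's controls, above about 33%, limit read from the data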
Target sequence (O00487 whole entry, looked up): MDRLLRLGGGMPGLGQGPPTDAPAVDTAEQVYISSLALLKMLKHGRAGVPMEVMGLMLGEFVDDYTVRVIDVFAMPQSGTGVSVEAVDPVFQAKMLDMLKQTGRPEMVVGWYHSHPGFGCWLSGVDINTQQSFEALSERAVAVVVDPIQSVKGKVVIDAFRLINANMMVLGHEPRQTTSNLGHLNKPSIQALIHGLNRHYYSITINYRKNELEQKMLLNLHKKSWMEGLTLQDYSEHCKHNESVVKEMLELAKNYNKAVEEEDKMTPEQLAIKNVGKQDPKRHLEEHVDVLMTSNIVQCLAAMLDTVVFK
LMPTP block – blocks human LMPTP phosphatase. P24666. recombinant LMPTP-A, OMFP fluorogenic substrate, fluorescence intensity. inhibition, % at 20 µM. 0.22% of 360,000 active. AID 651560;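 active = compounds that cut the enzyme signal by at least half of the control window in the single-dose screen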;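 note: plate controls were DMSO wells with enzyme plus substrate for no effect and substrate without enzyme for full effect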
Target sequence (P24666 whole entry, looked up): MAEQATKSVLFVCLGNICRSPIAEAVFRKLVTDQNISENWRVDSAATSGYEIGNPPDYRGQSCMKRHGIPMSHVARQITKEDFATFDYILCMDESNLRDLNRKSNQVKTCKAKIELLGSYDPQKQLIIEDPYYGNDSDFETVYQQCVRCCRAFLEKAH
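material = LMPTP-A | quantity = 0.625 nM enzyme | reagent = OMFP substrate, 400 µM final | buffer or medium = Bis-Tris pH 6.0, DTT, detergent | detection = endpoint fluorescence intensity from OMFP dephosphorylation | dosing = single 20 µM dose | read-out basis = % inhibition relative to no-enzyme and uninhibited control wells | control set = no-enzyme and uninhibited controls | timing = 50 min at room temperature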
Scp-1 inhibitor – Scp-1 (human) phosphatase inhibition; Q9GZU7; Recombinant Scp1, phosphopeptide, malachite green phosphate absorbance; inhibition, % at 20 µM; 0.88% of 340,000 active;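 active = inhibition above about 50% at 20 µM, limit read from the data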;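 note: plate controls were DMSO wells with enzyme for no effect and wells lacking enzyme for full effect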
Target sequence (Q9GZU7 76-261 limits assumed): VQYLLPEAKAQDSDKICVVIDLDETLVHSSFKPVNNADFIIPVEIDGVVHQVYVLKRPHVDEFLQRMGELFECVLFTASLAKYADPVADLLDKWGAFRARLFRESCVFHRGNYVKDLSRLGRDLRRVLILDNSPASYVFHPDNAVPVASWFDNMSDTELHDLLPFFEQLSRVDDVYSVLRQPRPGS
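System: truncated SCP-1 phosphatase (76-261aa); medium: Tris acetate buffer pH 5.5 with MgCl2 and Tween-20; incubation: 45 min room-temperature reaction, 5 min colour, 30 min stabiliser; compound: single 20 µM dose, 1% DMSO; reagent: Phosphorylated 17-residue peptide substrate; read-out: % inhibition at 20 µM; technique: colorimetric free-phosphate detection, absorbance 630 nm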
SUMO1-SIM PPI – SUMO1-SIM interaction modulation; P63165; SUMO1 binding to a labelled peptide, TR-FRET, 1 h; inhibition, % at 20 µM; 0.33% of 360,000 active; AID 602429; in the data active = inhibition above about 37%
Target sequence (P63165 whole entry, looked up): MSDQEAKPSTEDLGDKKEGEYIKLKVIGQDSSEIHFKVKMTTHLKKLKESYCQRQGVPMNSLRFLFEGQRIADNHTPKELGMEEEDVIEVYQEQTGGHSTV
MLLE-PAM2 inh – blocks PAM2 peptide binding to the PABP1 MLLE domain | P11940 | GST-MLLE / FITC-PAM2 fluorescence polarization | inhibition, % at 20 µM | 0.36% of 360,000 active; in the data active = inhibition above about 35%, passing the limit was not always enough;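 note: plate controls were DMSO wells with GST-MLLE for no effect and wells lacking GST-MLLE protein for full effect; some results filed as inactive read as strong as hits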
NadD block – blocks S. aureus nicotinate mononucleotide adenylyltransferase; purified NadD enzyme, colorimetric absorbance read-out; inhibition, % at 20 µM; 0.78% of 360,000 active; AID 602399; in the data active = inhibition above about 26%; note: some compounds past the cut are filed as inactive
STEP inh – blocks human striatal-enriched tyrosine phosphatase. P54829. recombinant STEP, OMFP fluorogenic substrate, fluorescence. inhibition, % at 20 µM. 0.25% of 360,000 active. AID 588621;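 active = inhibition at 20 µM, scaled per plate between control wells, above about 37%, limit read from the data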;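 note: 0% = DMSO with enzyme and substrate and 100% = substrate only without enzyme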
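material = STEP tyrosine phosphatase | reagent = fluorogenic phosphatase substrate OMFP at 25 µM final | doses = single compound dose of 20 µM, 1% DMSO final | schedule = 20 min reaction, room temperature, in the dark | measured by = fluorescence, 480/540 nm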
An asterisk follows results filed as active; i = inactive; nt = not tested or not shown; + = active, no number; & = joins results of further samples.

Order of results – TbMetRS inhib, STEP inh, LMPTP block, CSN deneddyl inh, SUMO1-SIM PPI, Rpn11 block, Scp-1 inhibitor, NadD block, DNMT1 inh, MLLE-PAM2 inh
[1] Cc1c(NC(=O)Cc2cccs2)cccc1[N+](=O)[O-]
  -0.2, 1, 3.3, -2, -5, i, 7, 1, 7, -3
[2] O/N=C\c1ccccc1Oc1ccc(F)cc1
  -0.9, -1, -0.1, 3, -7, i, -11, -3, -3, 1
[3] O=S(=O)(Nc1nc2ccccc2nc1NCc1ccco1)c1ccccc1
  -0.5, -4, -0.2, 3, 0, i, 6, 1, 2, 6
[4] Cc1cc(OCC(=O)NCCN2CCOCC2)ccc1Br
  0.0, -1, -1.1, -8, 0, i, -5, 2, -1, 3
[5] O=C(NCCCN1CCOCC1)c1c(F)cccc1F
  -0.5, -3, -3.8, 0, 0, i, -1, 0, -1, 0
[6] CC1CCC(NC(=O)CSc2nncs2)CC1 (stereo not given)
  -0.6, 0, -1.5, -1, 1, i, -1, -5, 8, 15
[7] CCOC(=O)c1c(NC(=O)c2ccc(Br)o2)sc(C)c1CC
  0.0, 7, 4.9, 4, -1, i, -9, 3, -4, 0
[8] CC1CN(CC(=O)NC(C)c2ccccc2)CC(C)O1 (stereo not given)
  -0.5, -2, -1.8, 0, 1, i, 1, -2, -1, -3
[9] Cc1cccc(C)c1OCC(=O)N/N=C/C=C/c1ccco1
  -0.6, 0, 1.4, 6, -10, i, -1, -4, -2, 10
[10] FC(F)(F)c1cccc(Oc2ccc3c(C(F)(F)F)cc(C(F)(F)F)nc3n2)c1
  -0.7, 3, 4.5, 0, -6, i, -7, 3, -3, 7
[11] COc1cc(OC)c(C(=O)Nc2ccc(N(C)C)cc2)cc1OC
  0.3, -1, 0.9, 1, 8, i, -1, 1, -10, 6
[12] Cc1c(C(=O)Oc2cc(N)n(S(C)(=O)=O)n2)cccc1[N+](=O)[O-]
  -0.9, 0, -0.3, 2, -8, i, -3, -4, -1, 13
[13] CS(=O)(=O)N(CCc1ccccc1)CC(=O)N1CCN(c2ccccc2)CC1
  -1.3, -2, 0.9, -1, 2, i, 5, 6, -6, -7
[14] Cc1ccc(O)c(-c2cc(C(=O)NCc3ccncc3)[nH]n2)c1
  -1.2, -1, -0.4, 8, 3, i, 4, -3, 0, 8
[15] COCCCNc1nc2ccccc2nc1NS(=O)(=O)c1ccc(C)c(C)c1
  -0.3, -1, 2.7, 3, 5, i, 1, 3, 2, 11
[16] CCOc1ccc(S(=O)(=O)NCc2cccnc2)cc1NC(=O)c1ccccc1F
  -0.6, -2, -0.5, 4, -4, i, -2, 0, 1, -26
[17] COC(=O)C(Cc1ccccc1)NC(=O)CCNC(=O)c1ccco1 (stereo not given)
  -0.3, -1, -1.2, -6, 0, i, -3, 5, 1, -4
[18] Cc1cc2c(=Cc3ccc(N(C)C)cc3)c3ccccc3n2[n+]1C
  -0.5, 24, 45, 86*, -134, +, -5, -2, 12, -178
[19] CCOC(=O)C1C(=O)CC(C)(O)C(C(=O)OCC)C1c1ccc(C)s1 (stereo not given)
  0.0, -1, -1.9, 8, 0, i, -4, 0, 0, 8
[20] COc1ccc(C(=O)Nc2ccccn2)cc1
  -2.6, 0, -0.8, 3, -1, i, -4, -3, 3, 8
[21] CCn1c(C)nc2cc(-c3nc4n(n3)Cc3ccccc3-4)ccc21
  -6.8, 2, -1.2, 3, 13, i, 6, -2, 2, 11
[22] C[C@@H]1CN([C@H](C)CO)C(=O)CCCn2nncc2CO[C@@H]1CN(C)C(=O)c1cc(-c2ccccc2)on1
  -1.4, 3, 5.7, 0, -1, i, nt, -3, 4, -6
[23] CSc1ccc(Cl)c(C(=O)OCC(=O)N2CC(C)OC(C)C2)c1 (stereo not given)
  -0.3, -1, 0.2, 1, 2, i, -15, 0, 1, 7
[24] NC(=O)CCc1nc2cc(C(F)(F)F)ccc2n(Cc2ccccc2)c1=O
  0.3, 0, 0.8, 1, -3, i, -12, -3, 0, -12
[25] COCc1ccc(C(=O)NCC2(N3CCCCC3)CCCCC2)cc1
  -1.1, 4, -1.3, 8, 1, i, -6, -6, -1, 0
[26] O=C(O)Cc1c(C(=O)O)[nH]c2ccc(C(=O)O)cc12
  -0.6, 1, -3.1, 0, -1, i, 3, 1, 5, 2
[27] O=C(CCNC(=O)c1ccccc1)Nc1ccc(Cl)c(S(=O)(=O)N2CCCCC2)c1
  -0.1, 0, -1.1, 0, 4, i, -3, -3, -6, 16
[28] CC(C)C(=O)NC(=S)Nc1ccccc1N1CCN(C(=O)c2ccccc2)CC1
  0.0, 4, -0.8, 2, 0, i, -15, 4, 2, 30
[29] CN(C)c1ccc(NC(=O)C(=O)C2C(=O)Nc3ccccc32)cc1 (stereo not given)
  -1.1, 0, 0.8, 5, -18, i, 6, 2, 0, 14
[30] O=C(NC1=NCCS1)c1ccc(Cl)c(S(=O)(=O)N2CCc3ccccc32)c1
  -1.3, -5, 1.5, -3, -4, i, -3, -6, -5, -17
[31] C/C(N)=C(/C#N)C(=O)CSc1nnc(Nc2c(C)cccc2C)s1
  -0.2&1.1, 1&-11, 9.8&2.0, 1&4, 11&14, i, 70*, -2&-1, 26&27, -41&-49
[32] Cc1cc(Br)c(NC(=O)c2c(-c3c(Cl)cccc3Cl)noc2C)c(Br)c1
  -0.4, 3, 1.6, 5, 4, i, -14, -8, -3, 0
[33] Cc1cc(N/N=C/c2ccccc2O)nc(-c2ccccc2O)n1
  0.4, -1, -0.5, -2, 42*, i, -10, 2, 2, -4
[34] CCCNC(=O)NC(=O)COc1c(F)c(F)cc(F)c1F
  -1.1, -1, -1.8, 0, 0, i, -9, -1, 2, -9
[35] COCCCn1c(SCC(=O)Nc2ccc(C)cc2)nc2ccccc2c1=O
  -0.2, -4, -0.3, 6, -1, i, -5, -2, -4, -1
[36] Cc1ccc(CNC(=O)CCS(=O)(=O)c2ccc3c(c2)oc(=O)n3C)cc1
  0.0, 1, -1.3, 0, -7, i, -4, 2, 1, -14
[37] C[C@@H]1CC=C[C@H]2[C@H]1C(=O)N(Cc1ccccc1)[C@H]2c1ccc(-c2ccc(N(C)C)cc2)cc1F
  -0.3, 5, 8.0, 6, -24, i, 12, 10, -5, 0
[38] Fc1cccc(Cl)c1CSC1=NCCS1
  -0.8, 0, 0.3, 2, 4, i, -3, 5, 0, 4
[39] Cc1ccc(N(CC(=O)NN=C2CCN(C)CC2)S(=O)(=O)c2ccccc2)c(C)c1
  0.1, -4, -1.7, -4, 0, i, 1, 1, 2, -76
[40] CCc1ccc(NS(=O)(=O)c2ccc3c(c2)oc(=O)n3C)cc1
  -1.3, 4, 0.2, -1, 3, i, -7, -7, -1, 2
[41] O=C(Nc1cc(F)cc(F)c1)c1ccc(NCCc2ccccc2)c([N+](=O)[O-])c1
  -0.1, -11, 0.2, 119, -13, nt, -13, -3, 9, -121
[42] COc1ccccc1C(=O)Oc1ccc2c(c1)O/C(=C\c1ccncc1)C2=O
  -0.8, -4, 0.0, -18, -20, i, 4, 3, 9, 77
[43] CC(=O)c1ccc2c3c(ccc([N+](=O)[O-])c13)CC2
  -0.1, -1, -0.6, -3, -28, i, nt, -4, 6, 5
[44] Cc1nc2c(ccc3nc(NC(=O)c4ccc(S(=O)(=O)N(C)C)cc4)sc32)s1
  -0.2, 3, 0.8, 2, 13, i, -2, -6, 0, 1
[45] CCOC(=O)c1[nH]c2c(c1-c1ccc(OC)cc1)C(=O)CC(c1ccc(OC)c(OC)c1)C2 (stereo not given)
  0.1, -1, 1.2, -2, 2, i, -8, -1, -6, -3
[46] COc1cc(C(=O)N2CCCCC2c2cc(C(=O)NCc3cccnc3)no2)cc(OC)c1C (stereo not given)
  -0.3, 2, 0.4, 0, 1, i, nt, -1, 8, 8
[47] COC(=O)c1ccc2nc(NC(=O)C(C)C)sc2c1
  -0.7, -2, -1.2, -2, -1, i, -6, -4, 0, -3
[48] CCn1nc(NC(=O)COC)c2cc3cc(C)ccc3nc21
  -0.8, -4, -0.2, 0, -20, i, 33, 2, 2, -87
[49] Cc1ccc(N(Cc2ccc([N+](=O)[O-])cc2)C(=O)c2ccco2)cc1C
  0.2, 2, 1.1, -5, -13, i, -8, -4, -5, -6
[50] O=C(N/N=C/c1cc([N+](=O)[O-])ccc1O)c1ccncc1
  -0.7, -1, 0.1, 4, -20, i, -2, -5, -1, -15
[51] CN(CC(=O)Nc1cccnc1)S(=O)(=O)c1ccccc1
  0.6, -2, -1.8, 6, 1, i, 0, 0, 0, 4
[52] CCCCCCN1C[C@H](n2cc(C3CC3)nn2)[C@@H](O)C[C@@H]1c1ccccc1
  -0.9, 0, 1.9, 5, 6, i, nt, -1, -7, -17
[53] CC(=O)c1sc(NC(=O)C=C(C)C)nc1C
  -0.8, -4, -0.8, -6, -5, i, 0, -7, -2, -9
[54] O=C(CCC(=O)OCC(F)(F)C(F)F)NCc1ccccc1
  0.3, -2, -1.4, 0, -2, i, 22, -3, -1, 7
[55] COc1ccc(N2CC(C(=O)N3CCN(S(=O)(=O)c4ccc(F)c(F)c4)CC3)CC2=O)c(OC)c1 (stereo not given)
  -0.1, -4, -8.4, -3, -20, i, -8, 2, -6, 3

Another view of two compounds above:
entry	TbMetRS inhib	STEP inh	LMPTP block	CSN deneddyl inh	SUMO1-SIM PPI	Rpn11 block	Scp-1 inhibitor	NadD block	DNMT1 inh	MLLE-PAM2 inh	Compound
47	-0.7	-2	-1.2	-2	-1	i	-6	-4	0	-3	COC(=O)c1ccc2nc(NC(=O)C(C)C)sc2c1
48	-0.8	-4	-0.2	0	-20	i	33	2	2	-87	CCn1nc(NC(=O)COC)c2cc3cc(C)ccc3nc21

Source: PubChem
